TbPYK inhibitor: T. brucei pyruvate kinase inhibition; TbPYK enzyme, Kinase-Glo Plus ATP luminescence, 45 min; Q57TT1; actives 0.12% (n = 410,000); Potency, µM (top dose mostly 76.8 µM), without a hit: top-dose activity, negative = inhibition, usual class: inhibitors; active = well fitted inhibition curve with a large enough effect; note: nearly all actives have a fitted effect of over 50% in size
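Screened from lowest to highest concentration, compounds were pinned into TbPYK/substrate mixtures, and ADP (130 uM final) was added. Plates sat at room temperature for 45 min prior to Kinase-Glo Plus detection by luminescence.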
Active calls of the source: *; [ ] = another dose, or the depositor's remark. % is set by controls: 0 for no effect and ±100 for the full control effect; potency is the fitted concentration of half-maximal effect.

A first look (3 entries):
SMILES	TbPYK inhibitor
Cc1ccc(N(C)C(=O)Cn2nc(Cc3ccncc3)c3ccccc3c2=O)cc1C	-3%
Cn1c(NCCO)nc2c1c(=O)n(Cc1ccccc1Cl)c(=O)n2C	1%
COc1ccc(OC)c(NC(=O)c2ccc3c(c2)c(C)c(C)n3Cc2ccc(F)cc2)c1	9%[15.4 µM]

The listing, repeating the preview:
SMILES	TbPYK inhibitor
Cc1ccc(N(C)C(=O)Cn2nc(Cc3ccncc3)c3ccccc3c2=O)cc1C	-3%
Cn1c(NCCO)nc2c1c(=O)n(Cc1ccccc1Cl)c(=O)n2C	1%
COc1ccc(OC)c(NC(=O)c2ccc3c(c2)c(C)c(C)n3Cc2ccc(F)cc2)c1	9%[15.4 µM]
CCOc1ccc(NC(=O)CN(C)C(=O)CCCNC(=O)c2ccc(Cl)cc2)cc1OCC	4%
OCC1OC(n2ccc3c2ncn2ncnc32)C(O)C1O (stereo not drawn)	-12%
CC(=O)Nc1ccc2c(c1)-c1ccc(F)cc1C2	-17%
COc1ccc(NC(=O)c2cc3ccccc3o2)c(OC)c1	-3%
COc1ccc(-c2c(C(=O)c3ccccc3)[nH]c(N)c2C(=O)NCc2ccccc2)cc1OC	13%
Cc1ccc(OC(=O)N(C)C[C@@H]2OCc3cnnn3CCCC(=O)N([C@@H](C)CO)C[C@H]2C)cc1	7%
C[C@H](CO)N1C[C@H](C)[C@H](CN(C)S(=O)(=O)c2ccc(Oc3ccccc3)nc2)OCc2cnnn2CCCC1=O	7%
CSc1nn(Cc2ccc(C)cc2)c(N)c1S(=O)(=O)c1ccccc1	-4%
COc1ccccc1NS(=O)(=O)c1cc(C(=O)NC2CCN(Cc3ccccc3)CC2)ccc1C	-7%
Cc1cc(C)c(S(=O)(=O)N2CCN(C(=O)c3c(C)nn(-c4ccccc4)c3Cl)CC2)c(C)c1	-2%
CCc1cccc(-n2c(C)nc3c(cnn3-c3ccc(C)c(C)c3)c2=O)c1	6%
COCCCNc1ccn2nc(-c3cccc(Cl)c3)cc2n1	-9%
O=C(O)C[C@H]1c2cc(F)ccc2S(=O)(=O)N1Cc1ccccc1	-2%
CSCCC(NS(=O)(=O)c1ccc2c(c1)oc(=O)n2C)C(=O)Nc1ccc(F)c(Cl)c1 (stereo not drawn)	0%
Cc1ccc(-c2nc3nc(C)cc(N4CCN(c5cccc(C)c5)C(C)C4)n3n2)cc1 (stereo not drawn)	0%
CCOc1ccc(-c2cc(C(=O)Nc3ccc(NC(C)=O)cc3)no2)cc1	-10%
CCN(c1ccccc1)S(=O)(=O)c1ccc(OCC(F)(F)F)c(NC(=O)c2ccc(=O)[nH]c2)c1	5%
Cc1ccc(NS(=O)(=O)c2ccc3c4c(cccc24)C(=O)N3)c(C)c1	-1%
Fc1ccc(N2CCN(Cc3cccn3-c3nnc(N4CCN(C5CCCCC5)CC4)s3)CC2)cc1	5%
O=C(Nc1ccc(OCCO)cc1)c1csc([C@H]2C[C@H](O)[C@@H](CO)O2)n1	-4%
CN1C[C@@H](CO)O[C@@H](n2cnc3c(N4CCOCC4)ncnc32)C1	3%
O=C(NC1CCCC1)C1c2ccccc2OCC(=O)N1CC(F)(F)F (stereo not drawn)	-5%
Cc1ccc(S(=O)(=O)NC(=O)Cn2nnc(-c3ccccc3)c2COc2ccc3ccccc3c2)cc1	-7%
CCCCCCN1C[C@@H](O)[C@H](n2cc(-c3ccc(F)cc3)nn2)C[C@@H]1c1ccccc1	1%
Fc1ccc(N2CCN(c3nc4ccccc4c4nc(-c5ccccc5)nn34)CC2)cc1	4%
Cc1c(NC(=O)COC(=O)c2cccc(F)c2)c(=O)n(-c2ccccc2)n1C	1%
COc1ccc(C=C(C#N)C(=O)c2ccccc2)cc1	-8%
CCOc1ccccc1Nc1cc(-c2ccccc2)nc(C)n1	2%
Cc1ccc(CNS(=O)(=O)c2c(C(=O)N3CCC(C)CC3)c(C)n(C)c2C)cc1	5%
CCc1nc2c(OCc3ccc(OC(F)F)cc3)cccn2c1N(C)C(=O)c1cccs1	-2%
N#CC1=C(N)N(c2ccc(Cl)cc2)C2=C(C(=O)CCC2)C1c1cc(CN2CCOCC2)cs1 (stereo not drawn)	-10%
COc1cc([N+](=O)[O-])c(C)cc1NC(=O)c1ccc(OC)c(OC)c1	7%
CS(=O)(=O)CCC(C(=O)Nc1cccc(C(F)(F)F)c1)N1Cc2ccccc2C1=O (stereo not drawn)	-2%
COc1ccc(CCC(=O)NCc2nc3cccnc3n2Cc2ccc(C)cc2)cc1	-7%
CCc1nc2ccc(C(=O)NCCCn3ccnc3)cn2c1N(C)Cc1cccs1	-9%
Cc1cc(C)c(NC(=O)Cn2c(=O)n(-c3cccc(C(F)(F)F)c3)c(=O)c3c(C)c(C)sc32)c(C)c1	0%
COc1ccc(S(=O)(=O)N2CCCOC2CNC(=O)C(=O)NCCO)cc1 (stereo not drawn)	2%
COc1ccc(Nc2oc(-c3ccc(COc4ccccc4)o3)nc2C#N)cc1	2%
COc1ccc2c(C(=S)N(C)CC(=O)O)cccc2c1C(F)(F)F	-7%
C=CCn1c(SCC(=O)NCc2ccco2)nc2sc(C)c(C)c2c1=O	-30%
O=C(Nc1ccc(NC(=O)c2ccccc2)c2ccccc12)c1ccccc1	-1%
O=C(NCc1cccc(C(F)(F)F)c1)c1ccc2sc([C@H]3C[C@H](O)[C@@H](CO)O3)nc2c1	4%
COCCNC(=O)C1(C)CCN(C(=O)c2ccc(OC)c(F)c2)C1 (stereo not drawn)	-3%
CCOc1cccc2cc(S(=O)(=O)c3ccccc3F)c(=O)oc12	-4%
CN=c1sc2c(n1C)C(=O)c1ccccc1C2=O	-25%
Cc1ccc2oc(C(=O)Nc3c(C(=O)Nc4ccccc4)oc4ccccc34)cc(=O)c2c1	2%
CCn1nccc1NC(=O)c1csc([C@@H]2O[C@H](CO)[C@H](O)[C@H](O)[C@H]2O)n1	7%
(further entries)
SMILES	TbPYK inhibitor
O=C(Nc1cc2c(cc1C(=O)c1ccccc1Br)OCCO2)c1ccccc1	-7%
Cc1ccc(C)c(N2CCN(c3ccc4cc(S(=O)(=O)N5CCC(C)CC5)ccc4n3)CC2)c1	0%
COC(=O)[C@@]1(Cc2ccc(F)cc2)[C@H]2c3cc(C(=O)N(C)C)n(CC4CC4)c3C[C@H]2CN1C(=O)c1ccccc1	6%
Cc1ccc(CNC(=O)C2CCN(C(=O)N3CC(C)Oc4ccc(Cl)cc43)CC2)cc1 (stereo not drawn)	-1%
Cc1ccccc1NC(=O)Cn1c(=O)oc2cc(Br)ccc21	0%
CSc1cccc(NC(=O)C2CCN(S(=O)(=O)c3ccc4[nH]c5c(c4c3)CCCCC5)CC2)c1	-6%[15.4 µM]
CCCS(=O)(=O)NC(=O)C1(C)CCCN(C(=O)c2ccc(OC)cc2OC)C1 (stereo not drawn)	-3%
COc1ccc(-n2nc3cc(C)c(NC(=O)c4ccc(C)cc4C)cc3n2)cc1Cl	3%
CC(C)CCn1c(/C=C/c2ccccc2)nc2ccccc21	2%
CCc1ccc(S(=O)(=O)c2nnn3c2nc(NCc2ccccc2)c2cc(Cl)ccc23)cc1	-7%
Cc1csc(=O)n1CCC(=O)OCC(=O)N(C)c1c(N)n(Cc2ccccc2)c(=O)[nH]c1=O	-9%
COc1ccc2oc(-c3cccc(NC(=O)c4cc([N+](=O)[O-])ccc4N4CCOCC4)c3)nc2c1	-2%
O=C(CSc1nccn1-c1cccc(Cl)c1)Nc1cccc2ccccc12	-9%
CCc1nc2c(OCCC3CCCCC3)cccn2c1N(C)C(=O)c1ccccc1F	6%
O=c1[nH]c2cc(Br)ccc2n2cccc12	-1%
Cc1cc(CCNC=O)c(C)c2c1sc1ccccc12	-7%
CC(C)c1cccc(OCCn2c(-c3ccc(Cl)cc3)nc3ccccc3c2=O)c1	-3%
Cc1ccc(C)c(N2CCN(C(=O)C(C)n3nc(C)c4sc5ccccc5c4c3=O)CC2)c1 (stereo not drawn)	-1%
O=C(Cc1cccc(NC(=O)C2CCN(C(=O)CCc3ccccc3)CC2)c1)Nc1cccc(C(=O)N2CCCCC2)c1	7%
O=C(OCc1cc(=O)n2nc(-c3cccs3)sc2n1)c1ccc(F)cc1	0%
CC(C)(C)c1ccc(C(=O)Nc2sc3c(c2C#N)CCC(C(C)(C)C)C3)cc1 (stereo not drawn)	-4%
Cn1ccnc1SCC(=O)c1ccc(F)cc1	-5%
COc1ccc(C(=O)NC2(C(F)(F)F)C(=O)NC(C)=C2C#N)cc1OC (stereo not drawn)	3%
O=C(CNC(=O)C12CC3CC(CC(C3)C1)C2)N1CCCC(C(F)(F)F)C1 (stereo not drawn)	1%
O=S(=O)(NCc1ccc(Cl)cc1)c1ccc2[nH]c3c(c2c1)CCCC3	0%
CCn1c(SCc2ccc(F)cc2Cl)nc(=O)c2c(C(=O)OC)cc(C3CC3)nc21	0%
O=C(NCCCc1nc2ccccc2n1Cc1c(F)cccc1Cl)C1CCCCC1	-2%
O=C(Nc1ccccc1Cl)c1cc(C2CCCN(C(=O)c3cccc(O)c3)C2)on1 (stereo not drawn)	-6%
Oc1cccc2c3c(oc12)CCCC3	0%
COc1ccc(/C=C/C(=O)OCC(=O)N2CCN(S(=O)(=O)c3ccc(C)cc3C)CC2)cc1OC	-6%
COc1ccc(OC)c(-c2nc(Nc3ccccc3C)sc2CC(=O)O)c1	1%
CN1CCN(C(=O)c2ccc(-c3ccc(F)c(F)c3)c3ccoc23)CC1	7%
CCCCN(C(=O)c1ccc(S(=O)(=O)N(C)c2ccccc2)cc1)c1c(N)n(CCC)c(=O)[nH]c1=O	1%
COc1ccc(CCNC(=O)C(=O)NCC(c2cccs2)S(=O)(=O)c2ccc(C)cc2)cc1 (stereo not drawn)	8%
O=C(Nc1ccc(F)c(Cl)c1)c1cc(C2CCCCN2C(=O)CCc2ccccc2)on1 (stereo not drawn)	-7%
CN(C)S(=O)(=O)c1ccc2c(c1)N(CC(=O)NCc1ccccc1)C(=O)C1CCCCN21 (stereo not drawn)	-3%
C[C@@H]1CN([C@H](C)CO)C(=O)c2cc(Br)cnc2O[C@@H]1CN(C)Cc1ccc(F)cc1	9%
COC(=O)c1ccc(Cn2cnc3nc4c(cc3c2=O)CCCC4)cc1	5%
NC(=O)c1c(NC(=O)CS(=O)(=O)c2ccc(Cl)cc2)sc2c1CCCCC2	7%[15.4 µM]
O=[N+]([O-])c1ccc(Nc2nc(N3CCOCC3)nc(N3CCOCC3)n2)cc1	-3%
CC(=O)c1cccc(NC(=O)CCc2c(C)nc3c(c(C)nn3-c3ccccc3)c2C)c1	-4%
CCOc1ccccc1NC(=O)CCc1c(C)nc2c(c(C)nn2-c2ccccc2)c1C	1%
O=C(NCc1cccs1)C1Cc2c(-c3ccc(Cl)cc3)ccnc2O1 (stereo not drawn)	1%
Cc1ccc(NC(c2nnc(-c3ccccc3)o2)c2ccccc2F)c([N+](=O)[O-])c1 (stereo not drawn)	-6%
Cc1ccc(OCCSc2nc3ccc(NC(=O)c4ccc5c(c4)OCO5)cc3s2)cc1	-4%
O=C(COc1ccccc1)Nc1ccc2nc(SCC(=O)N3CCCC3)sc2c1	0%
Cc1cn([C@H]2C[C@H](O)[C@@H](CNS(=O)(=O)N3CCCC3)O2)c(=O)[nH]c1=O	8%
C=CCCC(=O)N1C[C@H]2CON(C)[C@H]2C[C@H]1c1cccc(Nc2ccccc2)c1	4%
CCOC(=O)C1=CCN(S(=O)(=O)c2ccc(C)cc2)C1c1cccc2ccccc12 (stereo not drawn)	4%
CCCCCc1c(-c2ccccc2)ncn1CCc1ccccc1OC	4%
Continuation:
SMILES	TbPYK inhibitor
CCc1nn(CC(=O)NCCCc2ccccc2)c(=O)c2cc3ccccc3n12	-3%
CN1CCN(C(CNC(=O)C(=O)Nc2ccc(F)cc2F)c2ccc3c(c2)OCO3)CC1 (stereo not drawn)	-6%
Cc1ccc(NC(=O)CN(C)S(=O)(=O)c2ccc3c(c2)CCC(=O)N3)c(C)c1	-6%
C[C@H]1CN([C@@H](C)CO)S(=O)(=O)c2ccc(C#Cc3ccccn3)cc2O[C@H]1CN(C)Cc1ccc(F)cc1	5%
CCc1ccc(S(=O)(=O)Nc2cccc(-c3ccc(N4CCOCC4)nn3)c2)cc1	1%
COC(=O)C[C@H]1C[C@@H]2c3cc(NC(=O)NC4CCCC4)ccc3O[C@@H]2[C@@H](CO)O1	-9%
COc1cc(OC)cc(C(=O)Nc2ccc3oc(-c4ccc(Cl)cc4)nc3c2)c1	0%

Part of the list above, in markdown:
| Molecule | TbPYK inhibitor |
| --- | --- |
| CCc1nn(CC(=O)NCCCc2ccccc2)c(=O)c2cc3ccccc3n12 | -3% |
| CN1CCN(C(CNC(=O)C(=O)Nc2ccc(F)cc2F)c2ccc3c(c2)OCO3)CC1 (stereo not drawn) | -6% |
| Cc1ccc(NC(=O)CN(C)S(=O)(=O)c2ccc3c(c2)CCC(=O)N3)c(C)c1 | -6% |
| C[C@H]1CN([C@@H](C)CO)S(=O)(=O)c2ccc(C#Cc3ccccn3)cc2O[C@H]1CN(C)Cc1ccc(F)cc1 | 5% |
| CCc1ccc(S(=O)(=O)Nc2cccc(-c3ccc(N4CCOCC4)nn3)c2)cc1 | 1% |
| COC(=O)C[C@H]1C[C@@H]2c3cc(NC(=O)NC4CCCC4)ccc3O[C@@H]2[C@@H](CO)O1 | -9% |
| COc1cc(OC)cc(C(=O)Nc2ccc3oc(-c4ccc(Cl)cc4)nc3c2)c1 | 0% |

Screens: PubChem, National Center for Advancing Translational Sciences (NCATS)

Some of the compounds tested; rates above refer to the full screens.
